Screens deposited in PubChem BioAssay by several laboratories.
P. falciparum M17LAP: P. falciparum M17LAP inhibitors, primary screen, biochemical, fluorogenic H-Leu-NHMec substrate, 1536-well (AID 1619). recombinant M17LAP, H-Leu-NHMec fluorogenic kinetic assay; higher % means a stronger effect. inhibition, % at 30 µM, or IC50 in µM where a hit was titrated. hit rate 0.38% among 220,000;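 active means compound inhibiting the enzyme by more than half at any dose during confirmatory dose-response retesting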;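 further: plate controls were full reaction with DMSO carrier for no effect and no enzyme background for full effect; strong numbers were not always called active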
GPR55 beta-arrestin: selective activators of receptor GPR55 – imaging, U2OS cells, beta-arrestin-GFP redistribution, primary screen (AID 1961). hit rate 0.048% among 290,000. U2OS GPR55 beta-arrestin-GFP redistribution imaging; higher % means a stronger effect. one-dose activation, % at 10 µM; EC50 in µM for titrated hits;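 active means activation above 40% with more than 50 cells counted in the well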;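 further: U2OS osteosarcoma cells stably expressing GPR55 and beta-arrestin-GFP; plate controls were DMSO negative control for no effect and LPI positive control for full effect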
P. falciparum M1AAP: malaria alanyl aminopeptidase activity blockers – biochemical, fluorogenic H-Leu-NHMec substrate, 1536-well (AID 1445); recombinant M1AAP, H-Leu-NHMec fluorogenic kinetic assay; higher % means a stronger effect; inhibition, % at 30 µM; hits with a dose series show IC50 in µM; hit rate 0.42% among 220,000;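 active means primary inhibition above the hit cutoff, then over 50% inhibition at one or more dose response concentrations, cut at about 23% in these data, passing the limit was not always enough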;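 further: plate controls were DMSO full reaction for no effect and no enzyme background for full effect; strong numbers were not always called active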
HEK293 NOD2/NF-kB: inhibition of NOD2-driven NF-kB reporter – cell-based, luminescence, uHTS, HEK293 (AID 1566); HEK293 NOD2/NF-kB luciferase reporter, luminescence; higher % means a stronger effect; inhibition, % at 4 µM; hits with a dose series show EC50 in µM; hit rate 0.63% among 290,000; further: many of its hits are not listed in these tables
NOD1 NF-kB reporter: NOD1 signaling inhibitors, primary screen, cell-based, luminescence, uHTS (AID 1578) | NOD1-driven NF-kB luciferase reporter cells, luminescence; higher % means a stronger effect | inhibition, % at 4 µM, or EC50 in µM where a hit was titrated | hit rate 1% among 290,000; in the data active means inhibition mostly above about 36%, no sharp cut-off; inactive means mostly below about 34%;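 further: HEK-293T reporter cells stimulated with the NOD1 agonist gamma-tri-DAP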
AID2073: inhibitors of Mint1-CaV2.2 protein interaction, biochemical, HTRF (AID 2073); HTRF protein-protein interaction, Mint1-CaV2.2; higher % means a stronger effect; hit rate 0.19% among 290,000; inhibition, % at 20 µM, or IC50 in µM where a hit was titrated; in the data active means inhibition mostly above about 51%, no sharp cut-off; further: some results filed as inactive read as strong as hits
KOR beta-arrestin-1: KOR antagonists, beta-arrestin recruitment, cell-based, luminescence, uHTS (AID 1778) | KOR beta-arrestin recruitment, luminescence, antagonist mode; higher % means a stronger effect | hit rate 0.091% among 290,000 | one-dose inhibition, % at 10 µM; IC50 in µM for titrated hits; further: strong numbers were not always called active
KOR beta-arrestin-2: kappa opioid receptor activators – cell-based, luminescence, uHTS, primary screen (AID 1777); KOR beta-arrestin recruitment, luminescence; higher % means a stronger effect; one-dose activation, % at 10 µM; EC50 in µM for titrated hits; hit rate 0.02% among 280,000; in the data active means activation above about 50%, passing the limit was not always enough; further: a part of the inactive calls stands beside numbers as strong as those of hits
Dynein transport: blocks dynein driven cargo transport along microtubules | 3617.4 mouse cells, GR-EGFP nuclear translocation imaging; test concentration mostly 20 µM; stimulated with dexamethasone, 1 µM; active compounds read low | hit rate 0.47% among 220,000 | z-score, hits read low | AID 1381;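 active means plate z-score of nuclear minus cytoplasmic receptor signal below a set negative limit, without overly bright fluorescence or cell loss, cut at about -3.5 in these data, passing the limit was not always enough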;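 further: z-score of nuclear minus cytoplasmic ring GR-EGFP intensity difference per well; some compounds called inactive have numbers as strong as hits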
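Medium: Induction medium lacking tetracycline, stripped serum | Probe or stimulus: 1.0 µM final dexamethasone stimulus | Schedule: 48 h induction, then 1 h compound, then 30 min agonist, 37 °C | Signal: Automated 10x imaging of fixed Hoechst-stained cells | Evaluation: Per-cell GR-EGFP intensity, nucleus versus surrounding cytoplasmic ring, well-averaged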
Dynein transport cytoplasmic EGFP: second read-out of Dynein transport, no call of its own (marks repeat the call); z-score; measured here: cytoplasmic GR-EGFP intensity; active compounds read high
Dynein transport nuclear GR-EGFP: further read-out of Dynein transport, marked with its call; z-score; measured here: nuclear GR-EGFP intensity;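 lower value marks the stronger effect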
Dynein transport cell count: recorded beside Dynein transport, whose call it bears; z-score; measured here: cell count per field
Active calls of the source: *; . = not tested or not shown; [ ] = remark or other dose. Unless noted, no stated cut-off is given here; in the data, active means inhibition above about 50%; inactive means the rest. Some of the compounds tested; rates above refer to the full screens.

SMILES	P. falciparum M17LAP	GPR55 beta-arrestin	P. falciparum M1AAP	HEK293 NOD2/NF-kB	NOD1 NF-kB reporter	AID2073	KOR beta-arrestin-1	KOR beta-arrestin-2	Dynein transport	Dynein transport cytoplasmic EGFP	Dynein transport nuclear GR-EGFP	Dynein transport cell count
Cc1ccc(C(=O)CSc2nnc3c4ccccc4nc(C(C)(C)C)n23)cc1	-7%	0.3%	9%	-2%	92%*	-7%	-15%	2.7%	-0.65	-0.099	-0.3	0.7
Cc1[nH]c(=S)c(C#N)c(C)c1Cc1ccccc1	-9%	1.0%	3%	18%	2%	-22%	2%	2.8%	0.53	-0.23	0.85	-0.21
Cn1c(CN2CCOCC2)nnc1SCC(=O)Nc1ccc([N+](=O)[O-])cc1O	.	0.0%	.	18%	-7%	7%	-22%	3.2%	.	.	.	.
COCCNC(=O)c1ccc(CS(=O)(=O)c2ccccc2C)o1	.	0.2%	.	1%	5%	15%	44%	-2.9%	.	.	.	.
O=C1C(Cl)=C(NCC2CCCO2)C(=O)N1c1cccc(Cl)c1Cl (stereo not drawn)	6%	-0.3%	23%	4%	.	21%	-3%	-2.2%	-0.87	-0.13	-0.98	-0.96
O=C(CNS(=O)(=O)c1ccc(Br)cc1)NCc1ccncc1	.	-0.2%	.	1%	-25%	6%	1%	-0.9%	.	.	.	.
COC(=O)c1ccc(C(=O)OC)c(NC(=O)COC(=O)c2ccc(OC)c(OC)c2OC)c1	6%	-0.1%	2%	8%	-14%	-1%	23%	-2.2%	-0.11	-0.24	-0.025	0.29
Cc1c(CN(C)C)c2c(n1C)C(=O)c1ccc(Br)cc1-2	14%	-0.2%	12%	15%	5%	-12%	17%	-0.7%	-0.43	-0.45	0.072	1.6
Cc1ccc(NC(=O)c2ccc(CNc3c(N4CCC(C)CC4)c(=O)c3=O)cc2)cc1	0%	0.3%	3%	31%	4%	1%	12%	2.4%	0.82	-0.19	1.1	-0.97
C#CCOCCOCCOCCNc1nc(N2CCN(C(=O)[C@H](CCCCN)n3cc(C(N)CO)nn3)CC2)nc(N2CCN(C(=O)[C@H](CCC(=O)O)n3cc(C(N)[C@H](C)CC)nn3)CC2)n1 (stereo partly drawn)	0%	-0.2%	-1%	2%	-2%	6%	3%	3.9%	-0.16	-0.28	0.28	-0.32
COc1ccc(C(=O)CSc2nc(C)cc(C)n2)cc1C	.	-0.2%	.	14%	28%	0%	2%	-3.6%	.	.	.	.
CC1CCCCN1C(=O)CCc1nnc(Cc2c[nH]c3ccccc23)o1 (stereo not drawn)	2%	-0.1%	-1%	6%	-22%	-9%	5%[20 µM]	.	2.5	-0.15	1	-1.7
CCCCC1(C(=O)OC)NC(c2ccc(O)cc2)C2C(=O)N(c3ccccc3)C(=O)C21 (stereo not drawn)	.	-0.3%	.	-1%	-17%	16%	-42%[20 µM]	1.7%	.	.	.	.
CN(CC(=O)Nc1ccncc1)S(=O)(=O)c1ccc(Cl)cc1	4%	-0.1%	-1%	-9%	-14%	-6%	-22%	-3.4%	-0.59	-0.22	-0.028	0.12
O=C(COc1ccc([N+](=O)[O-])cc1)Nc1ccc(N2CCCC2)cc1	3%	-0.3%	1%	1%	-8%	-3%	-37%	3.3%	-0.18	0.13	0.65	-1
Cc1ccc(OCC(=O)N2CCc3ccccc3C2)c(Br)c1	.	0.0%	.	-15%	-10%	7%	-7%	2.9%	.	.	.	.
COc1ccc(CNC(=O)COC(=O)c2ccco2)cc1	12%	0.0%	9%	15%	-20%	-1%	-31%[20 µM]	4.2%	-1.1	-0.11	-0.5	0.98
CC(C)NC(=O)c1onc(CSc2cccc(Cl)c2)c1C(=O)O	24%	-0.1%	1%	5%	-40%	-4%	1%	0.0%	0.66	-0.23	-0.51	-0.42
CCc1cc2c(cc3c(=O)n(CC(=O)N4CCN(c5ccccn5)CC4)nc(CC)n32)s1	10%	-0.1%	7%	-3%	-7%	0%	25%	-3.0%	0.9	-0.24	0.25	-0.38
COC(=O)c1sc2nc(C)cc(C)c2c1N	16%	-0.1%	11%	-5%	-33%	34%	-30%[20 µM]	.	-0.8	-0.3	-0.21	0.8

A few values from above:
Result for COc1ccc(CNC(=O)COC(=O)c2ccco2)cc1 in Dynein transport nuclear GR-EGFP: -0.5
Result for COc1ccc(C(=O)CSc2nc(C)cc(C)n2)cc1C in GPR55 beta-arrestin: -0.2%
Result for O=C(CNS(=O)(=O)c1ccc(Br)cc1)NCc1ccncc1 in KOR beta-arrestin-2: -0.9%

Next part.
SMILES	P. falciparum M17LAP	GPR55 beta-arrestin	P. falciparum M1AAP	HEK293 NOD2/NF-kB	NOD1 NF-kB reporter	AID2073	KOR beta-arrestin-1	KOR beta-arrestin-2	Dynein transport	Dynein transport cytoplasmic EGFP	Dynein transport nuclear GR-EGFP	Dynein transport cell count
CCC(C)n1c(SCC(=O)NC(=O)Nc2ccc3c(c2)OCCO3)nc2ccccc2c1=O (stereo not drawn)	-2%	-0.3%	7%	3%	-12%	15%	22%	5.3%	-0.5	-0.3	-0.3	0.91
COc1ccc(NC(=O)CCCC2CCCCC2)c(OC)c1	.	0.0%	.	3%	-27%	-14%	39%	-3.9%	.	.	.	.
COc1cc2c(cc1OC)C(C)N(C(=O)c1ccc(C)o1)CC2 (stereo not drawn)	.	0.5%	.	-1%	2%	3%	20%	-1.7%	.	.	.	.
CCOC(=O)N1CCN(c2ccc(C(C)=O)cc2F)CC1C (stereo not drawn)	10%	-0.2%	8%	-3%	-43%	-10%	-25%	2.1%	-0.14	-0.3	-0.091	-0.73
CN(CCOc1ccccc1Cl)Cc1ccccc1	.	-0.1%	.	-11%	-44%	9%	31%[20 µM]	-4.5%	.	.	.	.
COc1cc(OC)cc(C(=O)N2CCCC(c3nc(-c4ccc(C)o4)no3)C2)c1 (stereo not drawn)	.	-0.1%	.	7%	-28%	2%	-20%	-0.5%	.	.	.	.
COc1cc(C(F)(F)F)c(C(=O)N(C)c2ccc(Cl)cc2)cn1	1%	0.6%	3%	4%	-7%	4%	16%	4.5%	-0.76	-0.27	-0.42	0.27
O=C(Nc1cccc(S(=O)(=O)N2CCOCC2)c1)c1c2c(nc3ccccc13)CCC2	0%	0.9%	7%	10%	-27%	56%*	.	1.2%	0.061	-0.2	0.11	-0.3
Cc1ccc(C(=O)COC(=O)c2cnccn2)cc1[N+](=O)[O-]	-4%	-0.1%	0%	14%	-24%	5%	-1%[20 µM]	-8.0%	-0.33	-0.25	0.5	0.18
Cc1ccnc(NC2(C(F)(F)F)N=C(c3ccccc3)NC2=O)c1 (stereo not drawn)	7%	0.3%	3%	16%	2%	-5%	5%	0.5%	1.9	-0.12	1.1	-2.1

Brought forward from above: three entries, followed by the next part.
SMILES	P. falciparum M17LAP	GPR55 beta-arrestin	P. falciparum M1AAP	HEK293 NOD2/NF-kB	NOD1 NF-kB reporter	AID2073	KOR beta-arrestin-1	KOR beta-arrestin-2	Dynein transport	Dynein transport cytoplasmic EGFP	Dynein transport nuclear GR-EGFP	Dynein transport cell count
O=C(Nc1cccc(S(=O)(=O)N2CCOCC2)c1)c1c2c(nc3ccccc13)CCC2	0%	0.9%	7%	10%	-27%	56%*	.	1.2%	0.061	-0.2	0.11	-0.3
Cc1ccc(C(=O)COC(=O)c2cnccn2)cc1[N+](=O)[O-]	-4%	-0.1%	0%	14%	-24%	5%	-1%[20 µM]	-8.0%	-0.33	-0.25	0.5	0.18
Cc1ccnc(NC2(C(F)(F)F)N=C(c3ccccc3)NC2=O)c1 (stereo not drawn)	7%	0.3%	3%	16%	2%	-5%	5%	0.5%	1.9	-0.12	1.1	-2.1
COc1cc(CNCC2CCCO2)ccc1OCC(N)=O (stereo not drawn)	-2%	0.2%	1%	1%	-29%	6%	-31%[20 µM]	.	-1	-0.29	-0.52	0.73
Cc1ccc(S(=O)(=O)N2CCN(C(=O)c3ccc(N4CCCC4)c([N+](=O)[O-])c3)CC2)cc1	.	-0.2%	.	-2%	-38%	13%	-21%	4.6%	.	.	.	.
Cc1cccc(OCC(=O)Nc2cc(C)ccc2O)c1	-11%	0.2%	5%	-9%	-40%	9%	-11%	1.0%	-0.46	-0.17	-0.18	-0.61
CC(C)C1CC(CCNCc2ccc(N(C)C)cc2)(c2ccccc2)CCO1 (stereo not drawn)	5%	0.5%	4%	-30%	-38%	-7%	-1%	6.1%	0.37	-0.12	0.37	-0.95
CCOc1ccc(CN(C)Cc2cc(=O)oc3cc(C)c(Cl)cc23)cc1	.	-0.1%	.	0%	-10%	2%	3%	-1.3%	.	.	.	.
CC(OC(=O)c1ccc(NC(=O)CC#N)cc1)C(=O)Nc1ccc(Oc2ccccc2)cc1 (stereo not drawn)	.	-0.1%	.	-28%	-24%	8.4µM*	-14%	1.7%	.	.	.	.
COc1ccc(-c2csc(N(CCCN3CCOCC3)C(=O)c3ccco3)n2)cc1	-7%	-0.3%	7%	-13%	-18%	-4%	-32%	28%	-0.068	-0.2	0.11	-0.33
CCOC(=O)C(=N/O)/C(C)=N/NC(=O)C(=O)Nc1ccc(Cl)cc1	6%	-0.1%	7%	14%	-8%	1%	10%	3.6%	-1.1	-0.24	0.055	0.42
Cc1cccc(-n2nc([N+](=O)[O-])c(=NCc3cccnc3)n2O)c1	9%	-0.1%	8%	-48%	-13%	-2%	8%	1.5%	-1	-0.13	0.17	0.24
COCCNCCCOc1ccc(Cl)cc1Br	12%	0.2%	2%	10%	-17%	-8%	-59%[20 µM]	-6.5%	-0.82	-0.37	-0.87	1
CCCc1cc(CNC(=O)C2CCC(=O)N(Cc3ccccc3F)C2)on1 (stereo not drawn)	.	-0.1%	.	-5%	-21%	15%	27%	-2.8%	.	.	.	.
CCCOc1ccc(-c2c(C(=O)N/N=C/c3ccccc3OCC)nnn2-c2nonc2N)cc1	.	-0.2%	.	15%	-11%	6%	-26%	1.0%	.	.	.	.
CCOC(=O)C1C(c2ccccc2)C(C(=O)OCC)C1c1ccccc1 (stereo not drawn)	1%	0.5%	5%	8%	-18%	13%	-15%	-0.9%	-0.4	-0.2	-0.16	0.7
